POLI inh – DNA polymerase iota (human) inhibition | Pol iota fluorescent replication assay, 10 min | Potency, µM (doses to about 115 µM), inactives show at the highest dose activity, negative = inhibition, hits mostly inhibitors | 390,000 tested, 1% active
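Pol iota at 10 nM preincubated 15 min with compounds at room temperature; reaction started with fluorescent substrate, 50 nM final. Fluorescence read kinetically at 0 and 10 min; buffer-only wells as negative control.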
POLB inh – inhibitors of human DNA polymerase beta. Pol beta primer extension/strand displacement, fluorescence kinetic. AID 485314. 340,000 tested, 1.3% active. Potency, µM (titrated, usually from 114 µM), for the others: at the highest dose activity change, negative = inhibition, hits mostly inhibitors. P06746; also: % is scaled to controls: 0 for no effect and ±100 for the full control effect
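Enzyme-only controls used 10 nM Pol beta; buffer lacking enzyme served as negative control. Compound preincubated 15 min, then 50 nM substrate added; 0 and 10 min reads at room temperature.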
JMJD2A Tudor inh – inhibitors of human JMJD2A Tudor domain | O75164 | AlphaScreen JMJD2A-Tudor / H3K4me3 peptide binding | Potency, µM (titrated, usually from 114 µM), for inactives: at the highest dose activity change, negative = inhibition, actives largely listed as inhibitors | 390,000 tested, 4.4% active; also: % is scaled to controls: 0 for no effect and ±100 for the full control effect; nearly all actives have a fitted effect of over 50% in size
BLM helicase inh – inhibitors of human Bloom syndrome helicase BLM; recombinant BLM DNA unwinding, fluorescence dequenching; AID 2528; Potency, µM (titrated, usually from 56.1 µM), without a hit: at the highest dose activity change, negative = inhibition, usual class: inhibitors; 350,000 tested, 0.2% active;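 also: plate controls were vehicle for no effect and no enzyme for full effect; nearly all actives have a fitted effect of over 35% in size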
Target sequence (P54132 whole entry, looked up): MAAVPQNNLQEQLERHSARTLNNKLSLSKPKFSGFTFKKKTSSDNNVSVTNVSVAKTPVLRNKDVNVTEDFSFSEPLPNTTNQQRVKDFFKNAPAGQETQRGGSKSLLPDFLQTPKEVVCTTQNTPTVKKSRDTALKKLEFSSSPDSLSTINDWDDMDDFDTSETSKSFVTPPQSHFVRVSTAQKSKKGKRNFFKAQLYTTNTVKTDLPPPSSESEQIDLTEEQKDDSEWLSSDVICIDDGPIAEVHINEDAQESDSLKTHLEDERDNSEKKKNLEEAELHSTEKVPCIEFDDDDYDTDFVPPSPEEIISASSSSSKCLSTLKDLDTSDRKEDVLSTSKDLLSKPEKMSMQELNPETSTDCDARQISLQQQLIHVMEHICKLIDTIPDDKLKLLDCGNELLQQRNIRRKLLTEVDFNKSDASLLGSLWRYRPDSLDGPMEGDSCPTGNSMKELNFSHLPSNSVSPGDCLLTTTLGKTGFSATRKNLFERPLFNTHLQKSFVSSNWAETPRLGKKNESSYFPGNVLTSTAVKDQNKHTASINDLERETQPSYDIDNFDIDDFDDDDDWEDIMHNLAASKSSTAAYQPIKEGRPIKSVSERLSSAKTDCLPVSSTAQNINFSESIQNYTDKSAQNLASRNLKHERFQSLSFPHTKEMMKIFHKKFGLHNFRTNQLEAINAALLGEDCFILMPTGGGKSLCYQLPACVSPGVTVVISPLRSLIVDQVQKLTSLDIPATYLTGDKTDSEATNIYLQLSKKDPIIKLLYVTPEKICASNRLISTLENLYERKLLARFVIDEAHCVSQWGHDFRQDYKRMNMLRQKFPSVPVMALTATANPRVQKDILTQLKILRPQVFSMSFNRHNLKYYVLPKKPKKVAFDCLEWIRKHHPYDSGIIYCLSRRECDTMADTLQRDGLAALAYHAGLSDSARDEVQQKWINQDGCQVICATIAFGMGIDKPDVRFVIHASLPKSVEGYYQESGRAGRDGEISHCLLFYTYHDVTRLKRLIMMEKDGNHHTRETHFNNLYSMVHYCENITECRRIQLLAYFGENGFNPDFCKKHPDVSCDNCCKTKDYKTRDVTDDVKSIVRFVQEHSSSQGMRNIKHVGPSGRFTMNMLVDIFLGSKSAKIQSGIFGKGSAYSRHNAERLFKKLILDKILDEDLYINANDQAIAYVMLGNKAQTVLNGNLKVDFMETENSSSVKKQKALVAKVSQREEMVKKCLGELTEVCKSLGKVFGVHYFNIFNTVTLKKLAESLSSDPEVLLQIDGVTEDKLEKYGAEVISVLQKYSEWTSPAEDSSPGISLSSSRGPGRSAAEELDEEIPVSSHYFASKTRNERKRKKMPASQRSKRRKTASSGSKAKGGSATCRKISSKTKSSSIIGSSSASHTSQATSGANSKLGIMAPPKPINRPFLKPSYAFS
BAZ2B inh – inhibitors of human BAZ2B bromodomain. Q9UIF8. AlphaScreen BAZ2B-H3K14Ac peptide displacement. Potency, µM (highest dose often 114 µM), for the others: top-dose activity change, negative = inhibition, hits mostly inhibitors. 360,000 tested, 4.4% active. AID 504333; also: % is scaled to controls: 0 for no effect and ±100 for the full control effect; nearly all actives have a fitted effect of over 60% in size
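Compounds, titrated to a top concentration of 110 uM, were incubated 30 min at room temperature with preformed BAZ2B/acetyl-K14 H3 peptide complex (50 nM each). Proximity signal was measured by AlphaScreen after 20 min with beads.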
Pol eta inh – DNA polymerase eta (human) inhibition; Q9Y253; recombinant Pol eta, fluorescent DNA replication assay; Potency, µM (highest dose often 114 µM), inactives show top-dose activity change, negative = inhibition, hits mostly inhibitors; 390,000 tested, 1.2% active; AID 588591; also: % is scaled to controls: 0 for no effect and ±100 for the full control effect
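Pol eta at 10 nM preincubated with compounds 15 min at room temperature; reaction started with fluorescent substrate (50 nM final) and read kinetically at 0 and 10 min.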
APE1 inh – APE1 (human) endonuclease inhibition | P27695 | 350,000 tested, 0.35% active | AID 2517 | recombinant APE1, TAMRA/BHQ-2 abasic DNA cleavage fluorescence | Potency, µM (doses to about 65.8 µM), for the others: top-dose activity change, negative = inhibition, hits mostly inhibitors;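 also: plate controls were vehicle for no effect and reference inhibitor for full effect; nearly all actives have a fitted effect of over 55% in size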
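APE1 at 0.75 nM preincubated 15 min at room temperature with compound. Reaction then started with 50 nM double-stranded THF-abasic substrate labelled with TAMRA/BHQ-2, and 525/598 nm fluorescence read kinetically. Activity taken as third-minus-first read difference, normalized to DMSO and NSC13755 controls.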
G9a block – blocks human histone lysine methyltransferase G9a. Q96KQ7. G9a H3K9 monomethylation, AlphaScreen, 2 h. Potency, µM (highest dose often 102 µM), for the others: at the highest dose activity, negative = inhibition, hits mostly inhibitors. 350,000 tested, 8.8% active. AID 504332; also: % is scaled to controls: 0 for no effect and ±100 for the full control effect; nearly all actives have a fitted effect of over 75% in size
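G9a (20 nM) preincubated 15 min RT with compounds, then 500 nM biotinylated H3K9 peptide and 20 uM SAM added; 2 h RT reaction. Monomethyl-H3K9 product detected by AlphaScreen with anti-H3K9me1 antibody, streptavidin donor and anti-rabbit IgG acceptor beads.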
POLK inh – inhibitors of human DNA polymerase kappa | Q9UBT6 | purified Pol kappa, fluorescent DNA synthesis assay, 10 min | Potency, µM (highest dose often 107 µM), inactives show at the highest dose activity, negative = inhibition, most hits filed as inhibitors | 400,000 tested, 0.53% active | AID 588579; also: % is scaled to controls: 0 for no effect and ±100 for the full control effect
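Enzyme at 10 nM met test compounds for 15 min at room temperature. Substrate addition (50 nM final) began the reaction, which was monitored by fluorescence at 0 and 10 min.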
* = called active by the depositor; u = inconclusive; x = no result given; & = joins results of further samples; ! = not confirmed by another sample; [ ] = remark or other dose. Calls follow the shape of the dose curve; as a rule, active = well fitted curve in the direction sought with a large enough effect; inconclusive = small, poorly fitted or top-dose-only effect, or another doubt; inactive = no such curve, though single readings can be large; an effect the other way counts as inactive or inconclusive. Potency is read from the fitted curve at half-maximal effect.

| molecule | Pol eta inh | JMJD2A Tudor inh | POLK inh | G9a block | BLM helicase inh | APE1 inh | BAZ2B inh | POLB inh | POLI inh |
| --- | --- | --- | --- | --- | --- | --- | --- | --- | --- |
| COc1ccc(NC(=O)C2=NN(C3CCS(=O)(=O)C3)C(=O)CC2)cc1S(N)(=O)=O (configuration not stated) | -24% | 1% | -4% | x | x | -4% | x | x | 100%[activator] |
| CCOC(=O)[C@H]1[C@H]2COc3ccc(OC)cc3[C@@H]2N2C(=O)CN(Cc3ccc(Cl)cc3)C(=O)[C@@]12C | -11% | -24% | 7% | -1%[0.501 µM] | x | 20% | -24% | x | -1% |
| CCN(CC)S(=O)(=O)c1ccc2c(c1)N(CC(=O)N1CCN(c3cc(Cl)ccc3C)CC1)C(=O)CO2 | -16% | 9% | -13%[60.1 µM] | 8%[59 µM] | 3% | x | 7% | 13% | 0% |
| O=C(Nc1ccc(Oc2ccc(S(=O)(=O)N3CCOCC3)cn2)cc1)c1ccco1 | -6% | -15% | 4% | 17%[59 µM] | -7% | 21% | 9% | 11% | 10% |
| COc1ccc(C(C)C)cc1S(=O)(=O)N1CCC(C(=O)NCC2CCCO2)CC1 (configuration not stated) | -16% | -16% | -5% | 2% | -4% | 12% | -13% | 1% | 31%[activator] |
| CC(=O)c1cc(-c2ccccc2)n(CC(=O)N2CCC(C)CC2)c1C | -19% | -11% | -1% | 21%[59 µM] | -10% | -4% | 50µM* | -17% | 8% |
| Cc1cccc(NC(=O)CC2CCC2)c1 | -2% | -2% | 0% | 22%[12.7 µM] | 0% | -1% | 0% | -9% | u |
| CSc1ccccc1C(=O)NCc1ccccc1 | 1% | -8% | -16% | u | -2% | -4% | -27% | 2% | 79%[activator] |
| Nc1nc(CN2CCC(Cc3ccccc3)CC2)nc(Nc2ccccc2)n1 | -11% | u | -11% | -13%[12.7 µM] | 4% | 1% | -37% | -1% | -6% |
| CC(C)C(c1nnnn1C1CCCC1)N(C)C1CCCCC1 (configuration not stated) | -17% | -2% | 4% | u | -1% | 0% | -23% | -11% | 10% |
| COc1ccc(-c2nc3n(c(=O)c2C#N)CCS3)cc1OC | 0% | -6% | -7% | x | -2% | 0% | -1% | -20% | -8% |
| Cc1ccc(CSc2nc3ccccc3c(=O)n2C)cc1 | -24% | 87%[activator] | 0% | 144%[activator] | -8% | -7% | 88%[activator] | 23% | 191%[activator] |
| COc1ccc(OC)c(NC(=O)c2cccc(S(=O)(=O)N(Cc3ccccc3)c3ccccc3OC)c2)c1 | -17% | -20% | -8% | -10%[59 µM] | -3% | 1% | -10% | 0% | 10% |
| Cc1ccc(CNC(=O)CCCCn2c(=O)c3ccccc3n(Cc3ccc(C)cc3)c2=O)cc1 | -10% | -10% | -12% | 5%[59 µM] | -2% | x | 0% | -2% | 8% |
| C/C(=C\c1ccc(C(=O)O)cc1)c1ccc2c(c1)C(C)(C)CCC2(C)C | u | -23% | u | 16µM*! | 1%&-11% | 20%&-7%&0%&2%&2%&-3% | 6% | u | 32µM*! |
| O=C(Nc1ccncc1)Nc1cccc(Cl)c1 | 10% | -6% | 5% | x | -3% | 0% | -3% | 24% | 5% |
| Cc1cccc(C)c1Nc1nnc(SCC(=O)NCCCN2CCCC2=O)s1 | 2% | u | 1% | x | x | 41% | x | x | 7% |
| Cc1ccsc1CNC1CCCCC1 | -8% | 4% | -17% | -23%[0.501 µM] | -6% | 9% | 0% | 20% | 4% |
| CC(C)c1nc2ccc(C(=O)NC(C)c3ccccc3)cc2o1 (configuration not stated) | -13% | -6% | -8%[60.1 µM] | 3%[59 µM] | 0% | x | 24% | 0% | 22% |
| C[C@@H]1CCC(=O)N(C[C@@H](C)CC#N)CC1 | -7% | -17% | 7%&-16% | -2% | 0% | 8% | -27% | 9% | 10%&13% |
| CC(=O)Nc1ccc(/C=N/Nc2nc3ccccc3s2)cc1 | -7% | -5% | 13% | -3% | -4% | -4% | -1% | 1% | 74%[activator] |
| O=C(O)C[C@H]1c2ccccc2S(=O)(=O)N1C1CCCCC1 | -23% | -14% | -8%&0% | x | x | x | x | x | 8%&30% |
| COC(=O)c1c(CSc2ccc(C)c(C)c2)noc1C(=O)NCc1ccc(OC)cc1 | -13% | 12% | 11% | 16%[59 µM] | -6% | -9% | 5% | 2% | 23% |
| Cc1cc(=O)oc2ccc(OCC(=O)N3CCC(C)CC3)cc12 | -9% | -11% | 1% | -11%[59 µM] | 2% | 4% | -4% | -17% | -3% |
| COc1ccc(C(=O)OCC(N)=O)cc1[N+](=O)[O-] | -1% | -11% | -3% | 11%[59 µM] | 1% | 1% | 3% | 11% | 471%[activator] |
| COc1cc2oc(=O)cc(-c3ccc(-c4ccc(O)cc4)cc3)c2c(OC)c1OC | 1% | -25% | -10% | 4%[59 µM] | -6%[75.6 µM] | 5%&-5% | x | x | -13% |
| O=C(CN(Cc1ccccc1Cl)C(=O)Cn1nnc(-c2cccs2)n1)NCC1CCCO1 (configuration not stated) | 0% | -8% | -16% | u | -2% | 14% | 2% | 20% | 0% |
| COC(=O)C1(NC(=O)NC23CC4CC(CC(C4)C2)C3)CCCCC1 | -5% | -22% | 3% | -8% | -2% | 2% | 9% | -12% | -5% |
| O=C(COc1ccc(Br)cc1Cl)NCCCN1CCOCC1 | -13% | -9% | -4% | -23% | 1% | 18% | 0% | -14% | 8% |
| COc1cc(C2NC(=O)NC(O)(C(F)(F)F)C2C(=O)c2ccc(Cl)cc2)ccc1O (configuration not stated) | -13% | -18%[57.1 µM] | 0% | 79µM* | -3% | -1% | -27% | 28% | 14% |
| CCC1Nc2ncnc(N3CCN(c4ccccc4)CC3)c2N(Cc2ccc(OC)cc2)C1=O (configuration not stated) | -15% | u | -5% | 10%[2.33 µM] | x | 22% | u | x | u |
| Cc1nnc(SCc2cn3ccsc3n2)n(N)c1=O | 0% | -6% | -5% | 5%[12.7 µM] | 2% | -4% | 1% | 0% | 3% |
| C[C@H]1NS(=O)(=O)c2ccc(Br)cc2O[C@H]1c1ccccc1 | -19% | -21% | 7% | x | x | 16% | x | x | 3% |
| CCOc1ccc(N=C2SCCCN2C(=O)c2c(CC)noc2C)cc1 | -18% | 3% | -2% | -10%[12.7 µM] | -6% | -4% | -4% | 19% | 15% |
| O=[N+]([O-])c1ccc(-n2nnnc2-c2ccccc2)cc1 | -14% | u | 0% | -11% | -10% | 1% | -2% | 11% | -24% |
| Cc1ccccc1OCCCCCNCCO | -15% | -14% | -4% | -9%[59 µM] | -1% | -6% | 15% | -1% | u |
| COc1ccccc1N(CC(=O)N/N=C/c1ccccc1C(=O)O)S(C)(=O)=O | -4% | -2% | -11% | 0% | 1% | 5% | 1% | 8% | -13% |
| c1ccc(C(c2nnnn2Cc2ccco2)N2CCN(c3nc4ccccc4s3)CC2)cc1 (configuration not stated) | -3% | -20% | -5% | u | 5% | -5% | -16% | 2% | u |
| COc1ccc(NC(=O)N(C)C[C@H]2Oc3ccc(NS(=O)(=O)c4cn(C)cn4)cc3C(=O)N([C@H](C)CO)C[C@@H]2C)cc1 | -8% | -1% | 5% | x | x | x | x | x | u |
| O=C(NCc1ccco1)c1cc(-c2ccco2)on1 | 3% | -24% | -15% | -50% | -2% | -9% | -10% | 17% | 89µM* |
| Cc1ccc(NC(=O)CSc2nc3ncc(Br)cc3[nH]2)cc1C | 11% | -12% | -8% | -13% | -4% | 9% | -14%[57.1 µM] | 27% | -3% |
| CC(Oc1ccc(F)cc1)C(=O)Nc1ccc2ccccc2c1 (configuration not stated) | 0% | 7% | -11% | 14% | -7% | 4% | 10% | 0% | -3% |
| Cc1ccccc1NC(=O)Cc1nc(COC(=O)CCc2ccccc2)cs1 | -16% | -9% | -4% | u | x | 20% | -22% | x | -3% |
| C/C(=N\NC(=O)c1nn(C)cc1Br)c1cccc(NC(=O)c2ccncc2)c1 | -10% | -22% | -7% | -1%[59 µM] | 3% | 15% | 4% | 31% | 23% |
| CCc1cc2c(=O)n(-c3ccc(C)cc3)cnc2s1 | 7% | -3% | -1% | -45%[59 µM] | 5% | 24% | -5% | 6% | 2% |
| O=C(NC(=S)NCc1ccc(F)cc1)c1ccccc1 | -13% | -10% | -13% | 50µM* | -5% | 11% | -13% | 4% | -13% |
| COc1cccc(C(=O)N/N=c2/oc3ccccc3cc2C(N)=O)c1 | -25% | -17% | 5% | 4% | 4% | 12% | -19% | 0% | 26% |
| COc1ccc(CN2CCC(=O)N([C@H](CO)c3ccccc3)CC2)cc1OC | -8% | 7% | 8%&-13% | 12% | 3% | 14% | 0% | 17% | 29%&-6% |
| O=C(CCc1ccccc1)Nc1ccccc1C(F)(F)F | -18% | -6% | -13% | 32%[activator] | -5% | -2% | 1% | u | 49%[activator] |
| O=C1CC(N(CCc2ccccc2)C(=S)Nc2ccccc2)C(=O)N1c1ccccc1 (configuration not stated) | -16% | -14% | -6% | 10%[59 µM] | -3% | u | 1% | u | u |
| Cc1cccc(Nc2nc(N)nc(CN3CCC(C)CC3)n2)c1C | -1% | -29% | -7% | 19%[59 µM] | 1% | 16% | u | 2% | 6% |
| O=C(CNC(=O)N1CC(=O)Nc2ccccc21)NCc1cccc(Cl)c1 | -8% | 6% | 5% | 10% | 1% | 64%[activator] | -15% | -26% | 43%[activator] |
| COc1cccc(OCc2cc(C(=O)NCCc3cccc(C)n3)no2)c1 | -14% | -11% | 0% | -13% | -7% | 31% | -10% | -2% | 55%[activator] |
| Cc1ccccc1NC(=O)Cc1nc(COC(=O)c2ccc(Cl)nc2)cs1 | 0% | -18% | 6% | u | x | 7% | -4% | x | 25% |
| Cc1onc(-c2ccccc2)c1C(=O)NC(C)c1ccc2c(c1)OCO2 (configuration not stated) | -1% | -17% | -8% | x | -1% | 12% | -4% | 8% | 10% |

Retrieved by compound from above:
| molecule | Pol eta inh | JMJD2A Tudor inh | POLK inh | G9a block | BLM helicase inh | APE1 inh | BAZ2B inh | POLB inh | POLI inh |
| --- | --- | --- | --- | --- | --- | --- | --- | --- | --- |
| Cc1nnc(SCc2cn3ccsc3n2)n(N)c1=O | 0% | -6% | -5% | 5%[12.7 µM] | 2% | -4% | 1% | 0% | 3% |
| O=C(CCc1ccccc1)Nc1ccccc1C(F)(F)F | -18% | -6% | -13% | 32%[activator] | -5% | -2% | 1% | u | 49%[activator] |

An excerpt; the hit share may differ from the screen's.
